PAX8 reporter = PAX8 transcriptional activity inhibition | RMG-I TPO-luciferase reporter, SteadyGlo, 24 h | inhibition, % at 12.6 µM | 360,000 compounds, 1.2% hits | AID 652154;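 active = mean replicate inhibition at least 60% with every replicate also reaching 60%; inconclusive = only one of the two criteria is met; inactive = mean below 60% and not all replicates reaching 60%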;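 note: luciferase light reporting Pax8 driven TPO promoter activity; plate controls were median of neutral control wells for no effect and mitoxantrone controls for full effect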
EWS-Fli inh = blocks EWS/Fli oncoprotein-driven transcription. AID 651661. inhibition, % at 12.6 µM. 350,000 compounds, 0.67% hits. A673 NR0B1-luciferase reporter, viability-normalised;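 active = mean inhibition of at least 50% after viability correction, with every replicate also passing that limit; inconclusive = mean reaches 50% but only one of two replicates passes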;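 note: firefly luciferase signal divided by Alamar Blue viability fluorescence both relative to DMSO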
GSIS activator = primary screen for activators of insulin secretion dependent on glucose, INS-1E cells, GLuc reporter luminescence; activation, % at 16.6 µM; INS-1E GLuc reporter insulin secretion, 2-3 h; 370,000 compounds, 0.61% hits;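 active = lowest replicate activation of at least 40%, so every replicate reaches that level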;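 note: 0% = median of neutral control wells and 100% = median of IBMX positive control wells; some compounds called inactive have numbers as strong as hits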
XiGFP reactiv = activators of X-chromosome reactivation in mouse fibroblasts. activation, % at 7.58 µM. XiGFP mouse fibroblasts, % GFP-positive cells imaging, 3 d; cells co-treated with 5-aza-dC sensitizer; scaled so ellipticine positive control = 100%. AID 743238. 360,000 compounds, 0.055% hits;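 active = mean normalized replicate activation at least 10% and every replicate at or above 10%; inconclusive = only one of the two criteria met; inactive = mean below 10% and not all replicates reach 10%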;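 note: 0% = median of on-plate neutral control wells and 100% = ellipticine 6 µM median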
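Material: SV40-immortalized XiGFP fibroblast cells, line 68-5-11 | Buffer or medium: DMEM containing 5-aza-dC | Dosing: One concentration, pinned | Times: 3 d treatment, 15 min room-temperature fixation | Controls: Ellipticine 6 µM positive control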
ARNT-TACC3 inh = disrupts binding between human ARNT and TACC3; Q9Y6A5; AlphaScreen His-ARNT PAS-B/GST-TACC3 binding, luminescence; TACC3 fragment carries E629A point mutation; inhibition, % at 9.99 µM; 390,000 compounds, 0.66% hits; AID 623870;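 active = mean inhibition of replicates at least 50% and at least half of replicates each reaching 50%; inconclusive = half or more replicates reach 50% but mean below 50%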;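 note: 0% = complete ARNT plus TACC3 wells and 100% = ARNT alone without TACC3; many hits fall short of the cut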
F508del corr = CFTR F508del correction in bronchial cells | CFBE cells, YFP halide quenching; stimulated with forskolin plus potentiator P3; % fluorescence drop versus neutral controls | activity (quench increase), % at 7.58 µM | 350,000 compounds, 0.36% hits;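 active = mean added fluorescence quench of at least 8% versus neutral control, with both replicates also reaching 8%; inconclusive = only one of the mean or replicate conditions met; inactive = mean below 8% and not both replicates reaching 8%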;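 note: cells transiently co-express mutant CFTR-F508del with the halide-sensitive YFP; corrector assay measuring rescue of mutant channel to the surface after 24 h compound exposure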
DENV2 CPE rescue = protects cells from dengue virus 2 cytopathic effect; AID 651640; DENV2-infected cells, cytopathic effect rescue, plate reader; CPE inhibition, % at 9.99 µM; 350,000 compounds, 1.7% hits; in the data active = CPE inhibition above about 20%, passing the limit was not always enough; inconclusive = no clear call, values can overlap the other calls; tested in BHK-21 cells;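 note: 0% = median of neutral control wells and 100% = median of positive control wells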
ERp5 block = inhibitors of human ERp5 | Q15084 | ERp5 insulin aggregation, absorbance 650 nm, 90 min | inhibition, % at 9.99 µM | 350,000 compounds, 0.05% hits;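 active = mean replicate inhibition above about 25%, with every replicate also reaching it, limit read from the data, passing the limit was not always enough; inconclusive = only one of those two criteria met; inactive = neither criterion met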
Target sequence (Q15084 whole entry, looked up): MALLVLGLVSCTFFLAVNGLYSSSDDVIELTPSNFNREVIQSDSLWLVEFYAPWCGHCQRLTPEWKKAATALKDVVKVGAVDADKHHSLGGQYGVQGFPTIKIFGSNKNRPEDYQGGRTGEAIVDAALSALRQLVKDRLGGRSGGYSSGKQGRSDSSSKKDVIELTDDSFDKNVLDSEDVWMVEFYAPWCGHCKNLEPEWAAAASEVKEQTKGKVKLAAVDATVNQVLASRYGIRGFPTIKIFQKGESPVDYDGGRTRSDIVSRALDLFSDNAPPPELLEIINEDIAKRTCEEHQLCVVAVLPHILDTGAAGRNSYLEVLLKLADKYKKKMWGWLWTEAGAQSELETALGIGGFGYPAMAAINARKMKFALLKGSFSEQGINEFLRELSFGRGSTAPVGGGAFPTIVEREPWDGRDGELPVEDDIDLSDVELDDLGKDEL
Numbers without * were called inactive; ? = inconclusive; · = not tested or not shown; & = joins results of further samples.

SMILES	PAX8 reporter	EWS-Fli inh	GSIS activator	XiGFP reactiv	ARNT-TACC3 inh	F508del corr	DENV2 CPE rescue	ERp5 block
Cc1ccc2cc(CN(c3ccc(C)c(C)c3)S(C)(=O)=O)c(=O)[nH]c2c1	10	4	11	0.0	-7	0.4	2	1
CSc1nnc(SCC(=O)N(C)c2c(N)n(Cc3ccccc3)c(=O)[nH]c2=O)s1	-5	1	13	0.2	-2	5.4	0	-1
Cc1ccc(S(=O)(=O)N2CCN(C(=O)c3ccc(Br)o3)CC2)c(C)c1	4	7	-11	0.2	16	-0.9	3	2
COCCCn1cc(CN2CC(N3CCN(CCO)CC3)CS2(=O)=O)nn1 (stereo not drawn)	-3	5	9	0.3	·	-2.8	0	-2
Cc1cccc(OCC(=O)Nc2cc(NC(=O)COc3cccc(C)c3C)cc(C(=O)O)c2)c1C	2	12	3	0.0	-1	-1.5	-2	-3
O=C(C[C@@H]1CC[C@@H]2[C@H](COC[C@H](O)CN2C(=O)Nc2cccc(Cl)c2)O1)NCC1CCCCC1	-7	-40	-25	-0.1	7	0.7	13	4
NS(=O)(=O)c1ccc(-c2ccc(/C=C3\NC(=S)NC3=O)o2)cc1	-4	3	7	0.0	58*	0.8	6	-2
COc1ccc(C#Cc2ccc3c(c2)O[C@H](CN(C)C(=O)CN2CCOCC2)[C@@H](C)CN([C@H](C)CO)S3(=O)=O)cc1	-4	1	-14	-0.1	·	-4.2	·	·
O=C(Nc1ccncc1)C1CCC(CNS(=O)(=O)c2cccc3nsnc23)CC1 (stereo not drawn)	15	12	11	-0.1	8	2.1	-1	2
O=C(NCc1ccccc1)[C@@H]1[C@@H](CO)[C@@H]2Cn3c(cccc3=O)[C@H]1N2C(=O)Cc1ccccn1	·	-1	3	0.0	3	0.7	10	11
COc1ccc2c3c([nH]c2c1)[C@H](CO)N(C(=O)Nc1ccc(F)cc1)CC31CN(S(=O)(=O)c2ccc(C)cc2)C1	15	-9	-4	0.0	·	0.8	3	-5
O=C(Nc1ccccc1C(=O)O)c1cccc(C(=O)Nc2ccccc2C(=O)O)c1	-2	4	0	-0.1	6	0.9	13	2
COc1cc(F)c(C2=CC(=O)C[C@H](c3ccc(F)cc3)C2)cc1F	-22	-2	2	0.1	-9	-2.6	8	0
COc1cc(/C=N/NC(=O)CCC(=O)Nc2ccc(F)cc2)ccc1O	-5	-9	10	0.2	7	-1.2	3	1
Cn1c(=O)[nH]c(=O)c2c1nc(CN1CCN(c3cccc(Cl)c3)CC1)n2CCCc1ccccc1	16	2	6	0.1	0	-1.7	1	-3
Cc1nc(N(CCO)C2CCCCC2)c2nnn(Cc3ccccc3)c2n1	0	24	·	0.1	0	·	-9	3
COc1ccc(/C=C2\SC(=O)N(CC(=O)Nc3cccnc3)C2=O)cc1OC	14	3	16	0.2	15	·	23*	5
Nc1c(C(=O)Nc2ccc3c(c2)OCCO3)nnn1Cc1cccc(Cl)c1	-165	-98	2	0.0	3	2.1	10	-2
CCC(=O)NC(c1ccc(OC)cc1)c1cc(Cl)c2cccnc2c1O (stereo not drawn)	29	-13	14	1.1	0	-4.2	7	1
S=c1[nH]nc(-c2ccco2)n1/N=C/c1ccc(Cl)cc1Cl	-2	·	-5	·	3	·	·	5
CCCNC(=S)N1CCC(NC(=O)c2ccc(OC)cc2)CC1	-2	3	-4	0.1	2	1.0	3	6
NCC[C@H]1CC[C@@H](NC(=O)c2ccccc2F)[C@@H](CO)O1	·	·	-1&26	-0.6&-0.4	-1	-1.6	0	2
COCCCN(C(=S)NC(=O)c1ccc(C(C)(C)C)cc1)c1c(N)n(Cc2ccccc2)c(=O)[nH]c1=O	12	·	-11	0.0	-3	·	·	·
NS(=O)(=O)c1ccc(CCNC(=O)CC(NC(=O)c2ccccc2Cl)c2ccccc2)cc1 (stereo not drawn)	6	10	14	-0.1	2	1.3	3	-5
O=C1C(=O)N(CCCN2CCOCC2)C(c2ccc(Cl)cc2)/C1=C(/O)c1ccc(F)cc1 (stereo not drawn)	5	18	-2	0.1	-8	-8.6	-1	0
COC(=O)c1ccc2c(c1)c(-c1ccccc1)c(-c1ccccc1)n2C	7	1	-5	0.2	-4	1.3	-7	-3
CN1CCN(C(=O)C[C@@H]2CC[C@@H]3[C@H](COC[C@@H](O)CN3C(=O)Nc3ccc(F)cc3)O2)CC1	-6	-19	1	0.0	-3	0.3	-2	1
N#Cc1c(N)n(-c2cccc(O)c2)c2nc3ccccc3nc12	-5	-2	-2	0.3	-3	0.4	8	1
Cc1nc(C(F)(F)F)ccc1C(=O)N1CCC1(C)C(=O)NS(C)(=O)=O (stereo not drawn)	5	-6	·	0.2	·	-1.0	-2	-10
CC(C)Sc1nc2sccc2c(=O)n1-c1ccccc1	-5	9	5	0.0	0	4.5	-3	-6
CCn1ccc(C(=O)Oc2ccc(C(C)C)cc2)n1	·	3	-1	·	5	-0.3	-1	0
COCCCNC(=O)c1ccccc1N(Cc1ccccc1)S(=O)(=O)c1ccc(OC)cc1	-21	5	-12	0.2	-3	2.9	-8	-2
C[C@@H]1CN([C@H](C)CO)C(=O)c2cc(NC(=O)Cc3ccccc3)ccc2O[C@@H](C)CCCCO[C@H]1CN(C)S(=O)(=O)c1cn(C)cn1	-14	-4	-6	-0.4	-13	-4.0	-11	·
COc1ccc(OC)c(N(CC(=O)N2CCCC2)S(=O)(=O)c2ccccc2)c1	4	6	26	0.0	11	-2.2	2	-5
NC(=O)Cc1nc(-c2ccc(Br)cc2)cs1	1	-17	·	0.3	-1	·	-1	2
CN1CCN(CC(=O)Nc2c(C(=O)c3ccccc3)oc3ccccc23)CC1	-12	6	9	0.1	12	-0.7	-3	9
CN(C)C1(CNCC(O)c2ccccc2)CCCCC1 (stereo not drawn)	0	1	20	0.1	3	-0.3	7	0
O=c1c2ccccc2[nH]c2ccc(O)cc12	-2	·	3	0.6	-1	0.3	1	-4
Cc1c(NC(=S)NC(=O)c2ccc(Br)o2)c(=O)n(-c2ccccc2)n1C	7	3	-3	0.1	0	-0.1	-3	-1
CCCNC(=O)C[C@H]1C[C@@H]2c3cc(NS(=O)(=O)c4ccc(OC)cc4)ccc3O[C@@H]2[C@H](CO)O1	-10	2	-3	-0.1	-6	0.2	0	·

ARNT-TACC3 inh, entries above that show a hit.
canonical_smiles | GSIS activator | ARNT-TACC3 inh | F508del corr | DENV2 CPE rescue | ERp5 block
NS(=O)(=O)c1ccc(-c2ccc(/C=C3\NC(=S)NC3=O)o2)cc1 | 7 | 58* | 0.8 | 6 | -2

Carrying on:
SMILES	PAX8 reporter	EWS-Fli inh	GSIS activator	XiGFP reactiv	ARNT-TACC3 inh	F508del corr	DENV2 CPE rescue	ERp5 block
CCCNC(=O)[C@H]1[C@H](CO)[C@H]2Cn3c(cccc3=O)[C@@H]1N2C(=O)C1CCC1	-2	6	9	0.0	0	-1.3	-4	-3
N#Cc1ccccc1S(=O)(=O)N1CCN(C(=O)C2COc3ccccc3O2)CC1 (stereo not drawn)	5	4	17	0.2	-1	3.4	-10	9
O=C(Cc1ccccc1)NCC(=O)N/N=C/c1cccnc1	1	2	-7	0.1	13	0.5	3	5
CN(C)CCNC(=O)C(=O)NCC1OCCN1S(=O)(=O)c1ccc2c(c1)OCCO2 (stereo not drawn)	1	3	5	0.0	-2	0.6	6	-8
C[C@H](CO)N1C[C@H](C)[C@@H](CN(C)S(=O)(=O)c2ccc(F)cc2)Oc2ccc(NC(=O)NC3CCCCC3)cc2C1=O	-2&-4	13&12	-3&0	-1.3	7&2	-0.6&1.2	3&1	2&9
COc1cc(C(=O)N2C(=O)c3cccc(N)c3C2=O)cc(OC)c1OC	-3	0	4	0.3	5	0.2	2	-1
O=C(N/N=C/c1cc([N+](=O)[O-])ccc1O)c1ccc(COc2ccc3c(c2)CCC3)o1	·	-4	·	0.1	0	7.4	-2	2
CS(=O)(=O)N1[C@H](C#N)[C@H](c2ccc(C#CC3CCCCC3)cc2)[C@H]1CO	-88	-35	2	0.1	-4	-0.3	-5	-3
CC1(C)c2ccccc2N2CC(=O)N[C@@]21/C=C/C=C/c1ccccc1	26	15	-11	0.0	8	0.4	2	-1
CN(C)C(CNc1ccc([N+](=O)[O-])cc1C#N)c1ccccc1 (stereo not drawn)	12	-2	16	0.1	-11	1.6	1	3
COCCNC(=O)C[C@H]1CC[C@@H]2[C@H](COc3ccc(NC(C)=O)cc3C(=O)N2C)O1	42	-4	-6	0.0	-7	0.1	-3	·
Cc1cccc(CSCC(=O)NCc2ccc(S(N)(=O)=O)cc2)c1	6	-7	11	0.0	-1	4.1	-5	-7
CO[C@@H]1CN(C)C(=O)c2cc(NC(=O)c3ccccc3)ccc2OC[C@H](C)N(CC2CC2)C[C@@H]1C	-5	-2	5	-0.2	-2	-2.2	·	·
CC(C)NC(=O)Nc1cccc2c1O[C@H](CN(C)C(=O)Nc1ccccc1)[C@@H](C)CN([C@H](C)CO)C2=O	-6&-13	-5&-10	-2&-10	0.2&-0.1	-4	1.1&2.8	5	5
CCOc1ccc(N(C)C(=O)CCc2nnc3ccc(N4CCC5(CC4)OCCO5)nn23)cc1	-10	9	-4	0.0	1	-4.3	-2	-16
C[C@H](CO)N1C[C@H](C)[C@H](CN(C)Cc2ccc(-c3ccccc3)cc2)Oc2c(NC(=O)C3CCOCC3)cccc2C1=O	-7	10	7	0.0	8	0.3	1	1
CCCCCCCCN1C(=O)[C@@H](CC(=O)NCC23CC4CC(CC(C4)C2)C3)C[C@@]2(C(=O)OC)C1=C[C@H](C1CCCC1)O[C@@H]2C	16	-9	-5	0.0	·	-3.2	11	-1
O=C(O)CC(CN1C(=O)c2ccccc2C1=O)c1ccccc1 (stereo not drawn)	-3	-3	-1	0.2	-6	1.2	-4	2
CCOC(=O)c1c(NC(=O)CCN2CCOCC2)sc(C)c1-c1ccccc1	-12	11	-39	0.0	1	-1.2	0	-16
CN1CCN(S(=O)(=O)c2cccc(C(=O)Nc3ccccc3N3CCOCC3)c2)CC1	9	13	8	0.0	-4	1.8	2	8
CCC(=O)Nc1ccc2c(c1)C(=O)N(C)C[C@H](OC)[C@H](C)CN(C(=O)c1ccc(F)cc1)[C@@H](C)CO2	·	-1	20	0.2	-3	1.1	12	5
CCC(CO)Oc1cc(NCc2ccc(Cl)cc2)c2ncn(C(C)C)c2c1 (stereo not drawn)	3	-7	-15	-0.1	28	2.6	-13	-2
O=C1CCCN1c1ccc(S(=O)(=O)NCc2ccc(F)cc2)cc1	13	·	-1	0.2	-1	0.6	6	-1
O=C(Nc1ccc(C(=O)O)cc1)/C(=C\c1cccc([N+](=O)[O-])c1)NC(=O)c1ccc(Br)o1	6	6	-4	0.2	-22	1.0	7	1
C[C@H](NC(=O)c1[nH]cnc1C(=O)Nc1ccc(CNC(=O)OC(C)(C)C)cc1)C(=O)OCc1ccccc1	8	10	-2	0.0	-4	0.1	?	6
COc1ccc2c(c1)CCCC21NC(=O)N(CC(=O)N2CC(C)OC(C)C2)C1=O (stereo not drawn)	-2	6	5	0.0	24	-1.5	-2	1
CCN(CC)S(=O)(=O)c1ccc(N2C(=O)Nc3ccccc3N2O)cc1	-10	·	-7	0.3	-3	·	·	·

Source: PubChem

This is a random part of the collection; any-hit rate near 4.2%.
